Growth percent in the NCI-60 one-dose screen (48 h, 10 µM unless noted): 100 = growth as untreated, 0 = no growth, -100 = all killed.
RXF 393: RXF 393 renal cancer cells; 77,000 compounds, 6.9% hits
UO-31: UO-31 renal cancer; AID 1794768; 81,000 compounds, 5.2% hits
ACHN: ACHN renal cancer; 81,000 compounds, 4.9% hits
SK-OV-3: SK-OV-3 ovarian cancer cells. 80,000 compounds, 3.2% hits
IGROV1: IGROV1 ovarian cancer; 79,000 compounds, 4.7% hits; AID 1794786
TK-10: TK-10 renal cancer cells | 81,000 compounds, 3.9% hits | AID 1794769
SN12C: SN12C renal cancer cells; 81,000 compounds, 3.8% hits
786-0: 786-0 renal cancer cells | 81,000 compounds, 5.1% hits | AID 1794775
* marks the source's active call; other numbers are inactive results; . = no result given; & = joins results of further samples; [ ] = remark or other dose. The calls were made as follows: active = growth percent below 10; inactive = the rest.

SMILES	RXF 393	UO-31	ACHN	SK-OV-3	IGROV1	TK-10	SN12C	786-0
O=S(=O)(Nc1ncccn1)c1ccc(-n2c(-c3ccccc3O)nc(-c3ccccc3)c2-c2ccccc2)cc1	.	78	97	110	112	104	101	98
CC(=O)Nc1ccc(S(=O)(=O)O)c(N)c1	112	104	111	103	117	116	100	112
CCCCCCCCCCOC(=O)c1nn(C(C)=O)c2ccccc12	100	89	109	95	96	103	89	101
COc1ccc(-c2ccccc2)cc1	111	84	112	107	103	86	104	100
O=C(O)c1ccc(N2C(=O)c3ccccc3C2=O)cc1	106	95	96	108	111	119	129	115
CN1CCN(c2ccc(C(=O)Nc3cccc(C#Cc4cccc5[nH]nc(N)c45)c3)cc2C(F)(F)F)CC1	-25*	-62*	-46*	-43*	-56*	-30*	3.4*	-70*
CCCCCN(Cc1ccccc1)CC(O)c1ccc(Cl)cc1 (centres undefined)	101	58	105	84	77	82	84	97
COc1cccc(/C=C2\COc3ccc(O)c(O)c3C2=O)c1OC	.	-95*	-60*	55	-40*	12	-63*	-6.5*
CC1=C(O)CCC(C)(C)\C1=C/C=C(C)/C=C/C=C(\C)C[C@H]([C@@H](C/C(C)=C/C=C/C(C)=C/C=C1/C(C)=C(O)CCC1(C)C)S(=O)(=O)O)S(=O)(=O)O	107	107	116	103	133	110	104	101
CC(=O)CC(=O)Nc1ccc(C)cc1C	112	76	105	109	91	96	85	92
CCOC(=O)C(C#N)=C1CCCCC1	107	81	108	.	89	103	100	104
Clc1cc(Cl)c2c(c1)C=C1CSCC3=Cc4cc(Cl)cc(Cl)c4OC13O2	111	84	98	.	105	103	101	96
COc1cc2oc(-c3cccc(C(=O)Nc4cccc([N+](=O)[O-])c4)c3)cc(=O)c2c(OC)c1OC	-13*	0.8*	16	-9.5*	22	37	26	-23*
Oc1ccc(/C=N/c2n[nH]c(-c3ccccc3)n2)c(O)c1O	91	66	.	93	76	98	86	96
Cc1ccc(Cl)cc1NC(=O)OCCN(C)C(=O)Nc1cc(Cl)ccc1C	95	71	97	104	93	97	89	88
S=c1nc[nH]c2c1ncn2C1C=CCCC1 (centres undefined)	101	85	105	.	94	120	105	99
O=c1[nH]c2ccccc2c(=O)c2ccccc12	100	93	102	102	.	100	102	97
CC(=C(CCOP(=O)(O)O)SC(=O)c1ccccc1)N(C=O)Cc1cnc(C)nc1N	.	73	.	124	101	82	.	104
Cc1cc2c(s1)CCCC1CC(=O)N(CN3CCN(c4ccccc4)CC3)N=C21 (centres undefined)	101	95	105	95	119	110	105	94
O=S(=O)(O)c1ccc(N=NN2CN(N=Nc3ccc(S(=O)(=O)O)cc3)C3CCCCCC2N3N=Nc2ccc(S(=O)(=O)O)cc2)cc1	115	77	.	102	109	113	97	113
N#CCc1ccc(N(CCO)CCO)cc1	120	96	93	103	98	99	96	101
O=Cc1cc(Br)cc(Br)c1O	124	99	102	119	106	149	110	118
C#Cc1nc(C2=C(C)C(=O)/C(=N/OC(C)=O)C2)cs1	85	-92*	26	104	-37*	151	99	-95*
Cc1cc(Nc2nc(O)c(/C=c3\ccc4c(c3)C=CN=4)s2)no1	115	93	95	96	105	133	98	102
CC(C)C1CCC(C)C(C2(C#N)C(N)=NC(N)=C2C#N)C1=O (centres undefined)	.	80	107	107	94	115	100	106
NC(=O)N/N=C/c1cn(-c2ccc(C(=O)O)cc2)nc1-c1ccc(C(=O)O)cc1	112	76	102	106	104	102	100	101
C=C1CC[C@@H]2[C@](C)(COC(C)=O)[C@H](OC(C)=O)CC[C@@]2(C)[C@@H]1CC(C1=CCOC1=O)N1CCN(c2cc3c(cc2F)C(=O)C(C(=O)O)CN3C2CC2)CC1 (some centres undefined)	91	65	84	83	72	85	84	84
COc1nc2c(c(=O)[nH]1)C(c1ccccc1)C=C(C(=O)O)N2 (centres undefined)	121	114	109	113	124	121	138	98
C=C(C)COc1cc(C)c(Cl)cc1Cl	99	93	116	107	105	108	113	107
CCOCC(O)COc1ccc(/C(=C(\C)c2ccccc2)c2ccccc2)cc1 (centres undefined)	.	80	95	111	104	105	96	100
COCC(C)OC(=O)COc1ccccc1 (centres undefined)	104	95	108	100	109	98	101	102
Cn1c(=O)[nH]c(=O)c2nc(CC(O)c3ccccc3)c(=O)[nH]c21 (centres undefined)	115	95	100	103	103	99	98	99
C#CCn1cccc1CNC1CCCCC1	103	98	99	100	99	103	103	101
O=c1[nH]c(=O)n([C@H]2CC=C(CO)O2)cc1F	80	44	61	72	71	70	56	66
CCCCC(CC)C(O)CC(C)=O (centres undefined)	113	92	120	106	107	101	106	103
CCn1c(C2=C(c3c(O)c4ccccc4c(=O)n3CC)C(=O)c3ccccc3C2=O)c(O)c2ccccc2c1=O	111	84	97	109	93	97	99	102
O=C(CSc1cc[n+](CCCCCF)c2ccccc12)n1ccc2ccccc21	117	70	98	102	77	143	105	110
CCOc1ccc(/C=C/C(=O)c2cccc(OCCCCOc3cccc(C(=O)/C=C/c4ccc(OCC)cc4)c3)c2)cc1	109	69	93	90	79	123	82	101
O=C(O)C[C@H](O)C[C@H](O)/C=C/c1c(C2CC2)nc2ccccc2c1-c1ccc(F)cc1	64	73	40	94	53	111	30	92
COc1ccc(-c2cc(-c3ccccc3)nc(-c3cccc([N+](=O)[O-])c3)c2)cc1	114	100	95	125	116	103	102	121

17 structures out of the list, ordered by molar mass, smallest number first.
SMILES	RXF 393	UO-31	ACHN	SK-OV-3	IGROV1	TK-10	SN12C	786-0
CCCCC(CC)C(O)CC(C)=O (centres undefined)	113	92	120	106	107	101	106	103
C#CCn1cccc1CNC1CCCCC1	103	98	99	100	99	103	103	101
N#CCc1ccc(N(CCO)CCO)cc1	120	96	93	103	98	99	96	101
COCC(C)OC(=O)COc1ccccc1 (centres undefined)	104	95	108	100	109	98	101	102
O=c1[nH]c(=O)n([C@H]2CC=C(CO)O2)cc1F	80	44	61	72	71	70	56	66
C=C(C)COc1cc(C)c(Cl)cc1Cl	99	93	116	107	105	108	113	107
C#Cc1nc(C2=C(C)C(=O)/C(=N/OC(C)=O)C2)cs1	85	-92*	26	104	-37*	151	99	-95*
O=Cc1cc(Br)cc(Br)c1O	124	99	102	119	106	149	110	118
CC(C)C1CCC(C)C(C2(C#N)C(N)=NC(N)=C2C#N)C1=O (centres undefined)	.	80	107	107	94	115	100	106
Cn1c(=O)[nH]c(=O)c2nc(CC(O)c3ccccc3)c(=O)[nH]c21 (centres undefined)	115	95	100	103	103	99	98	99
Cc1cc(Nc2nc(O)c(/C=c3\ccc4c(c3)C=CN=4)s2)no1	115	93	95	96	105	133	98	102
COc1ccc(-c2cc(-c3ccccc3)nc(-c3cccc([N+](=O)[O-])c3)c2)cc1	114	100	95	125	116	103	102	121
CCOCC(O)COc1ccc(/C(=C(\C)c2ccccc2)c2ccccc2)cc1 (centres undefined)	.	80	95	111	104	105	96	100
NC(=O)N/N=C/c1cn(-c2ccc(C(=O)O)cc2)nc1-c1ccc(C(=O)O)cc1	112	76	102	106	104	102	100	101
O=C(CSc1cc[n+](CCCCCF)c2ccccc12)n1ccc2ccccc21	117	70	98	102	77	143	105	110
CCn1c(C2=C(c3c(O)c4ccccc4c(=O)n3CC)C(=O)c3ccccc3C2=O)c(O)c2ccccc2c1=O	111	84	97	109	93	97	99	102
CCOc1ccc(/C=C/C(=O)c2cccc(OCCCCOc3cccc(C(=O)/C=C/c4ccc(OCC)cc4)c3)c2)cc1	109	69	93	90	79	123	82	101

(listing goes on)
SMILES	RXF 393	UO-31	ACHN	SK-OV-3	IGROV1	TK-10	SN12C	786-0
Nc1[nH]nc2nc(-c3ccccc3)n3c4ccccc4nc3c12	94	83	89	93	78	110	104	106
FCCOc1ccc(CCC2CCCC(CCc3ccc(OCCF)cc3)N2)cc1 (centres undefined)	97	89	94	92	101	101	92	100
Cc1nc2oc3ccccc3c(=O)c2cc1C(=O)NCc1ccccc1	113	63	63	110	102	88	99	62
C1COC2OCCOC2O1 (centres undefined)	101	90	104	96	117	104	102	105
O=C(O)C(=Cc1c2ccccc2cc2ccccc12)C(=O)O	115	82	98	107	111	93	101	106
CC(=O)N1N=C(c2cccc(OCCCCOc3cccc(C4=NN(C(C)=O)C(c5ccc(C)cc5)C4)c3)c2)CC1c1ccc(C)cc1 (centres undefined)	92	56	71	86	86	82	77	82
O=Cc1c(OCc2cnnn2CC(=O)Nc2ccc(Br)cc2)ccc2ccccc12	100	66	80	.	86	94	93	102
O=C(/C=C/c1ccccc1Cl)c1ccc(NC(=O)N2CCN(c3cc4c(cc3F)c(=O)c(C(=O)O)cn4C3CC3)CC2)cc1	107	91	106	111	104	121	99	98
CN(C)S(=O)(=O)c1ccccc1N=C=S	103	99	102	98	114	104	94	97
COc1cccc(NC2=NC(N)N=C(c3cc4ccccc4oc3=O)C=N2)c1 (centres undefined)	98	68	92	86	93	144	95	99
COc1ccc(-c2cn[nH]c2-c2cc(OC)c(OC)c(OC)c2)cc1N	19	35&50	29&31	37&23	16&37	91&76	28&36	26&18
CC1(C)OCC2OC3OC(C)(C)OC3C(OS(C)(=O)=O)C2O1 (centres undefined)	117	86	97	104	109	103	100	102
Cc1cc(-c2ccc(NS(=O)(=O)c3ccccc3)c(C)c2)ccc1NS(=O)(=O)c1ccccc1	119&70	108&67	97&81	126&102	117&69	109&83	98&95	107&97
O=c1[nH]c2ccc(Cl)cc2cc1CSc1nccc(-c2ccc(-c3ccccc3)cc2)n1	86	93	82	99	104	122	.	79
CC(=O)Oc1ccc(CC(C(=O)O)c2ccccc2)cc1 (centres undefined)	94	95	114	110	105	109	103	97
CCCCCC(=O)Oc1ccc(/C(=C(\C)c2ccccc2)c2ccc(OCCCN(C)C)cc2)cc1	104	86	107	112	110	108	97	104
COc1ccc(C(=O)/C(=C/c2ccc(Cl)cc2)S(=O)(=O)c2ccc(C)cc2)cc1	109	84	103	101	94	118	104	105
NNS(=O)(=O)c1ccc(C(=O)O)cc1	97	87	109	80	107	100	102	101
O=C(/C=C/c1cccc(C(F)(F)F)c1)Nc1ncc(Cc2ccccc2)s1	102	83	71	95	88	112	88	99
CCOC(COc1ccccc1)OCC	.	87	96	104	112	111	103	107
COc1ccc([C@H]2c3[nH]c4ccccc4c3CC3C(=O)N(C4CCN(Cc5c(Cl)cccc5Cl)CC4)CC(=O)N32)c(OC)c1 (some centres undefined)	88[8.33 µM]	66[8.33 µM]	84[8.33 µM]	.	80[8.33 µM]	103[8.33 µM]	85[8.33 µM]	92[8.33 µM]
O=C(CCCCC(=O)N/N=C\c1ccc(Cl)cc1)N/N=C\c1ccc(Cl)cc1	125	85	101	111	114	99	101	107
CNS(=O)(=O)c1cccc(-c2ccc3c4c(n(C)c(=O)c3c2)-c2ccccc2C4=O)c1	97	35	0.9*	72	61	85	19	25
Cc1nn(-c2ccccc2)c2ncn(CC(=O)N/N=C/c3cccc([N+](=O)[O-])c3)c(=O)c12	35	83	65	64	82	102	73	73
O=C(Nc1ccc(F)cc1)N1CCN(c2cc(-c3cn(-c4ccccc4)nc3-c3cccc(O)c3)ccn2)CC1	48	74	78	105	103	104	88	95
O=C1C(c2ccccc2)C2c3ccccc3-n3c2c2c(c(-c4ccccc4)c3=O)c3ccccc3n21 (centres undefined)	110	86	90	.	71	151	93	102
COc1cc(/C=C/c2nnc3c4ccccc4cnn23)cc(OC)c1OC	102	90	97	108	109	99	96	102
CCOC(=O)CC(C(=O)OCC)C(C)c1ccccc1 (centres undefined)	84	87	103	108	107	96	103	.
NS(=O)(=O)c1ccc(Nc2nc(N/N=C/c3ccc([N+](=O)[O-])cc3)nc(Nc3ccccc3)n2)cc1	-6.0*	82	83	68	52	94	27	10
Clc1nc2ccccc2cc1-c1nnc(-c2cccnc2)o1	.	83	105	98	103	89	102	102
CCOc1ccccc1C(O)C1=CC(=O)c2ccccc2C1=O (centres undefined)	126	77	100	90	137	105	90	107

Compound activity as filed in PubChem.
